# Ecoli viability – E. coli V3065 growth inhibition, primary screen, counter-screen for AddAB inhibitor project, absorbance, OD600; 18 h; inhibition, % at 11.9 µM; 0.27% of 330,000 active;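 active means inhibition above the campaign's mean inhibition across all tested compounds plus 3 SD, cut at about 9.9% in these data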;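 further: uninfected addAB+ strain grown without phage in ampicillin broth; 0% = DMSO wells and 100% = ciprofloxacin 0.95 µg/ml wells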
# CAL PDZ FP-1 – CAL PDZ peptide-binding inhibitors, primary screen, biochemical, fluorescence polarization, Cer-tagged CAL PDZ, HTS | 0.02% of 330,000 active | Golgi-associated PDZ and coiled-coil motif-containing protein (Homo sapiens), Q9HD26 | purified CAL PDZ, TMR-peptide fluorescence polarization, 1 h | AID 504414, 2011 | inhibition, % at 20 µM;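 active means highest replicate inhibition of at least 40%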;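 further: plate controls were DMSO neutral control wells for no effect and unlabeled competitor peptide control wells for full effect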
#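 Material: tagged CAL PDZ protein CerCALP, purified; buffer or medium: sodium phosphate/NaCl buffer pH 7.4 with TCEP, IgG, Thesit; also added: fluorescent TMR peptide probe; schedule: 1 h incubation at room temperature before polarization reading; technique: fluorescence polarization from S- and P-plane intensities, G-factor corrected; control set: unlabelled peptide and DMSO controls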
# Tat transport – E. coli Tat export inhibitors, primary screen, MC4100, TorA-mCherry reporter, fluorescence, single point | inhibition, % at 10 µM | 0.036% of 340,000 active | AID 488895, 2010;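 active means mean replicate inhibition at least 50% and at least half of replicates individually reaching 50%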;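 further: exported cargo escapes ClpAP degradation while cytoplasmic cargo is degraded and loses fluorescence; 0% = median of neutral control wells and 100% = median of NaSCN control wells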
# SR-BI DiI-HDL act – activators of SR-BI mediated DiI-HDL uptake, primary screen, ldlA[mSR-BI] CHO cells, DiI fluorescence; 0.096% of 320,000 active; 3 h; 100 = double the neutral-control signal; activation, % at 12.5 µM;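 active means mean replicate activation of at least 60% and every replicate at or above 60%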;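 further: 0% = median plate neutral-control signal and 100% = twice that signal; values of inactives mirror those of a sister screen read the other way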
#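 System: LDL receptor-deficient CHO ldlA cells overexpressing murine SR-BI | Timing: 3 h uptake period with compound, 37 °C | Medium: HEPES-buffered (25 mM, pH 7.4) F12 plus 0.5% BSA | Dosing: Single-point compound dose | Signal: Bottom-read fluorescence, 550/595 nm | Read-out: Retained DiI signal reflecting DiI-HDL uptake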
# SR-BI HDL uptake – inhibitors of SR-BI mediated HDL lipid uptake, primary screen, ldlA[mSR-BI] cells, fluorescence, single point. Scavenger receptor class B member 1 (Mus musculus), Q61009. ldlA[mSR-BI] CHO cells, DiI-HDL uptake fluorescence, 3 h. inhibition, % at 12.5 µM. 0.96% of 320,000 active. AID 488896, 2010;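 active means mean replicate inhibition of at least 70% and a set share of replicates each scoring 70 or more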;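 further: 0% = median of neutral control wells and 100% = median of positive control wells; values of inactives mirror those of a sister screen read the other way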
# Target sequence (Q61009 whole entry, looked up): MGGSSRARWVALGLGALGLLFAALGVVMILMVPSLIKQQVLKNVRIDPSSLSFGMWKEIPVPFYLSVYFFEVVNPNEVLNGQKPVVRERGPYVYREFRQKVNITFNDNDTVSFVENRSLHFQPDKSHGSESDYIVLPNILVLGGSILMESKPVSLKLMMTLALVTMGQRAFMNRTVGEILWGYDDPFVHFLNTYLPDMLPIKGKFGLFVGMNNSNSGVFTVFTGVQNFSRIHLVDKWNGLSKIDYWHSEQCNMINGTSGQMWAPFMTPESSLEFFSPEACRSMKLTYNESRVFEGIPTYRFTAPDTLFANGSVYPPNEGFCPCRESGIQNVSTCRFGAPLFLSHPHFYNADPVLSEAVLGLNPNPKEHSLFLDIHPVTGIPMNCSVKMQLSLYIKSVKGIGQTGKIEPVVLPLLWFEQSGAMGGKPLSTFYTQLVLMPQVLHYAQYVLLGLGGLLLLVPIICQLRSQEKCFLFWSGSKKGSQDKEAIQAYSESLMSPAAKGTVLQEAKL
# phage Ecoli inh – growth loss of phage-infected E. coli, primary screen, RecBCD inhibitor project, absorbance, with phage, HTS; 0.26% of 360,000 active; inhibition, % at 11.9 µM; in the data active means inhibition above about 11%
# CAL PDZ FP-2 – untagged CAL PDZ binding inhibitors, primary screen, biochemical, fluorescence polarization, HTS. AID 602252, 2012. Golgi-associated PDZ and coiled-coil motif-containing protein (Homo sapiens), Q9HD26. inhibition, % at 24.9 µM. 0.92% of 300,000 active. purified CAL PDZ, TMR-peptide fluorescence polarization, 1 h;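 active means mean inhibition of at least 30% with at least half of replicates also reaching 30%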;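 further: 0% = DMSO neutral control and 100% = excess unlabeled competitor peptide PRC23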
# AddAB inh – growth inhibition of E. coli expressing H. pylori AddAB, primary screen, AddAB inhibitor project, absorbance; inhibition, % at 11.9 µM; 0.29% of 330,000 active; AID 435030, 2010; in the data active means inhibition above about 12%;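 further: 0% = vehicle wells of infected cells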
# Wnt act – Wnt/beta-catenin pathway activators, primary screen, cell-based, plate reader, single point. 1.2% of 300,000 active. activation, % at 9.35 µM. Wnt/beta-catenin reporter cell assay, activator; in the data active means activation above about 30%, passing the limit was not always enough;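 further: 0% = neutral control wells and 100% = positive control wells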
# MITF TRPM1 HTS – activators of MITF-driven TRPM1 promoter reporter, primary screen, cell-based, SK-MEL-5, luciferase, single point; SK-MEL-5 TRPM1-promoter luciferase, 24 h; % of positive control, neutral wells = 0; activation, % at 12.5 µM; 0.75% of 300,000 active;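 active means mean activation of at least 80% with every replicate also reaching 80%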;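 further: 0% = neutral control wells and 100% = parthenolide positive control wells; values of inactives mirror those of a sister screen read the other way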
# Starred values were filed as active, the others as inactive; nt = no result given; & = joins results of further samples.
SMILES,Ecoli viability,CAL PDZ FP-1,Tat transport,SR-BI DiI-HDL act,SR-BI HDL uptake,phage Ecoli inh,CAL PDZ FP-2,AddAB inh,Wnt act,MITF TRPM1 HTS
CCC(CC)C(=O)Nc1ccccc1-n1cccc1,2.2,nt,11,3,-3,5.0,-3,2.4,nt,-1
COc1cc(C)ccc1OCCCCN1CC(C)OC(C)C1 (centres undefined),-2.5,-2.4,-13,-25,25,-0.9,-3,3.8,-2,nt
Cc1cc(C)c(C(N)=O)c(Cl)n1,-1.3,nt,-1,9,-9,5.0,3,1.4,-1,-1
CCN(CC)S(=O)(=O)c1ccc2c(c1)c(=O)c(C(=O)N1CCOCC1)cn2C,-1.9,-2.0,-6,4,-4,2.4,0,2.3,nt,nt
COc1ccccc1CNCCS(=O)(=O)NCc1ccccc1,nt,0.1,-5,15,-15,6.0,-1,nt,-1,13
Cc1nn(-c2ccccc2)c(N)c1Sc1ccc([N+](=O)[O-])cc1,3.0,0.8,-1,8,-8,3.5,-1,6.5,nt,9
COCCN(C(=O)c1ccccc1Oc1ccccc1)c1c(N)n(CC(C)C)c(=O)[nH]c1=O,-0.8,-2.2,-12,7,-7,4.8,-4,2.1,0,0
O=C(CN1C(=O)NC(Cc2ccccc2)C1=O)Nc1ccccc1 (centres undefined),1.8,0.1,6,-10,10,1.0,1,-0.5,0,9
CS(=O)(=O)N1CCN(CC(=O)NC2CCCCC2)CC1,1.1,-0.3,0,18,-18,3.6,4,-0.1,-2,-2
CN1C(=O)N(C)c2ccc(C=O)c3cccc1c23,-0.9,0.8,-11,16,-16,1.7,-6,0.1,1,-1
Cc1ccccc1/C=N/NC(=O)Cn1nnc(N)n1,1.8,-0.4,8,1,-1,3.9,5,0.0,-1,-7
Cc1ccc(C(=O)c2ccc([N+](=O)[O-])cc2)cc1,-2.8,-2.6,3,-15,15,3.1,-1,4.2,nt,14
CC(=O)Nc1ccc(S(=O)(=O)N2CCSC2c2ccccc2Cl)cc1 (centres undefined),-0.8,-2.1,2,23,-23,1.1,-6,3.9,-2,-5
COCCNC(=O)CN(C(=O)CCC(=O)Nc1ccccn1)c1ccc(C)cc1,-1.9,1.2,-2,17,-17,-3.5,-8,2.2,-2,nt
Cc1ccc(NC(=O)C(C)Oc2ccccc2)cc1S(=O)(=O)N1CCCCCC1 (centres undefined),-0.2,-0.4,12,-35,35,0.5,-3,-4.1,0,nt
CC1CN(C(=O)CSc2nnc(CNC(=O)c3ccc(S(=O)(=O)N(C)C)cc3)o2)CC(C)O1 (centres undefined),0.9,-0.9,-2,-4,4,3.4,-2,-0.6,0,7
CCCCN(Cc1cccs1)S(=O)(=O)c1csc(C(N)=O)c1,-0.8,-0.7,-1,2,-2,0.2,-5,-2.3,-2,1
O=C(COc1ccc(F)cc1F)N1CCCCCCC1,0.2,nt,2,20,-20,2.1,-1,2.7,-1,17
Cc1c(Cl)cnc(NC(=O)COC(=O)c2ccncc2)c1Cl,-0.3,-0.9,0,5,-5,-1.6,0,1.0,-4,-6
O=S1(=O)N=C(N2CCN(c3ccc(F)cc3)CC2)c2ccccc21,-0.6,nt,8,-8,8,2.5,-7,-1.1,nt,29
O=C(NCc1cccnc1)c1cccc(Cl)c1,-2.5,-0.8,0,22,-22,1.4,0,-1.1,nt,0
CSc1ccc(CN2CCC(n3nccc3NC(=O)c3ccccc3C)CC2)cc1,-1.4,-1.5,5,-14,14,1.6,-6,3.2,1,-1
Cc1ccc(C)c(SCc2nc3sc(C(=O)O)c(C)c3c(=O)[nH]2)c1,0.3,0.3,6,-5,5,2.5,-3,-0.5,4,-6
O=[N+]([O-])c1cc(Br)c(OCc2nnc(-c3ccccc3)o2)c(Br)c1,-0.4,-2.3,4,-14,14,3.2,-1,0.7,nt,1
COC(=O)CNC(=O)CSc1nnc(-c2ccc(OC)cc2)n1CC(C)C,2.5,-0.6,6,-22,22,0.4,7,0.7,nt,-2
CC(C(=O)NCC1CCCCC1)N(C)Cc1ccc(Cl)cc1 (centres undefined),-1.4,-1.3,0,-12,12,1.4,-3,0.3,-3,-7
COc1cccc(C(=O)O/N=C(\N)c2ccc([N+](=O)[O-])cc2)c1OC,-0.6,2.0,-7,-39,39,1.7,-1,-0.5,nt,84*
CC1CCC(Nc2nnnn2-c2ccccc2)CC1 (centres undefined),-0.9,-0.5,-3,-38,38,0.6,-2,1.0,nt,4
Cc1cc(NC(=O)CSCC(=O)NC(C)c2ccccc2)no1 (centres undefined),0.5,0.4,-8,11,-11,3.7,-5,-0.3,-2,nt
O=C(OCc1cnc(Cl)s1)c1cccc(Cl)c1Cl,0.4,-0.3,-1,-6,6,2.5,-3,1.8,nt,15
O=C(N=C1c2ccccc2CN1c1cccc(Cl)c1)c1cccnc1,-0.5,-2.0,1,-13,13,0.3,0,2.2,7,36
Cc1ccc(C2NC(=O)CCC2[N+](=O)[O-])cc1 (centres undefined),1.7,-0.3,-2,4,-4,3.4,2,0.2,-12,-8
CCN(CC)CCCCN1c2ccccc2Sc2ccccc21,-2.3,0.5,-7,-3,3,-0.2,-3,1.0,-2,-11
COC(=O)c1ccc(NC(=O)c2cc[n+]([O-])cc2)cc1,0.2,0.3,5,2,-2,0.7,-1,4.2,0,-2
Cc1ccc(-n2nnnc2SCC(=O)c2ccc3c(c2)NC(=O)CO3)c(C)c1,0.5,-0.8,-6,14,-14,2.4,nt,1.1,nt,-9
CCN=c1sc(C(=O)NCCc2ccccc2)cc(=O)n1CC,-1.6,-0.1,-6,15,-15,0.5,1,3.1,4,-4
Cn1c(/C=C/c2ccccc2)nc2ccccc2c1=O,-1.1,-1.4,-15,2,-2,-2.0,1,-1.6,18,26
COC(=O)c1sc(NC(=O)c2ccc(C)o2)nc1C,-0.3,-0.1,-1,-12,12,2.5,-3,1.3,26,49
S=c1sc2ccccc2n1CCc1ccncc1,-0.3,-1.0,-4,-11,11,1.9,-4,1.6,1,-6
Cc1ccc(NC(=O)C2CCC(=O)N2)cc1C (centres undefined),3.2,0.1,1,4,-4,4.3,-4,4.0,nt,16
CC1(C)CC(=O)C2=C(C1)Nc1cc3c(cc1C2c1ccc2c(c1)OCO2)OCO3 (centres undefined),1.4,0.7,-2,-3,3,0.5,nt,2.2,1,9
CCn1c2ccccc2c2cc(C3C(C#N)=C(C)NC(C)=C3C#N)ccc21,1.4,-2.0,3,11,-11,0.9,-4,0.1,-2,-2
COc1ccc(/C=N/NC(=O)CN(C)C(=O)OCc2ccccc2)cc1OC,-2.8,-4.3,10,-41,41,3.1,10,3.7,-2,8
CCOC(=O)Nc1cc2c(c(N)n1)N=C(c1ccccc1)CN2,nt,0.0,-2,-64,64,-0.9,-3,nt,-3,-10
Nc1c(Cl)cc(S(N)(=O)=O)cc1S(N)(=O)=O,nt,nt,-2,5,-5,0.6,-3,nt,0,5
Cc1nc(CC(=O)NNS(=O)(=O)c2ccc(F)c(Cl)c2)cs1,-1.2,-0.4,7,17,-17,2.1,-4,4.0,-1,0
CCN(CC)S(=O)(=O)c1ccc(C)c(NC(=O)Cc2ccc(S(=O)(=O)N3CCOCC3)s2)c1,-0.6,-1.3,-1,-22,22,0.1,-1,-1.1,-1,-4
CCOC(=O)C1(Cc2ccc(Cl)cc2)CCN(C(=O)CCc2cnccn2)CC1,-2.4,0.6,0,-28,28,2.4,-1,-4.9,0,8
O=C(CSCc1ccc(Cl)cc1)N/N=C/c1ccco1,3.3,-1.6,5,-3,3,-1.1,2,2.7,-1,21
CCOc1nc(-c2ccccc2)ccc1-c1noc(COC)n1,2.7,-1.7,11,-55,55,1.1,4,1.4,4,-1
O=C1CCCN1c1ccc(S(=O)(=O)Oc2ccc(Cl)cc2)cc1[N+](=O)[O-],2.7,0.6,-14,-52,52,2.9,0,4.0,0,-16
NS(=O)(=O)c1ccc(NC(=O)Nc2cccc(Cl)c2)cc1,2.9,-4.2,10,-19,19,7.1,-5,1.9,3,6
Cc1cc(NC(=O)c2c(Cl)cccc2Cl)no1,-1.1,0.7,-1,15,-15,3.2,nt,-1.2,0,7
CCCCn1cc([N+](=O)[O-])nc1C,4.0,0.0,1,8,-7,1.8,-4,4.8,-1,12
CCNC(=O)N(C)C[C@H]1N[C@@](C)(C(=O)OC)[C@H]2C(=O)N(C)C(=O)[C@@H]12,-0.4,0.4,1,-1,1,-0.4,-1,1.9,1,-1
COC(=O)CC1=C(C(=O)OC)C(c2cccc(OCC(N)=O)c2)C(C#N)=C(N)O1 (centres undefined),-3.3,0.4,5,10,-10,0.5,-2,-1.2,28&1,3
O=S(=O)(CCN1CCOCC1)c1ccccc1,nt,1.0,1,-3,3,-2.2,-3,nt,-1,-9
COC(=O)c1c(NC(C)=O)sc(C(=O)Nc2ccccc2C)c1C,2.4,-0.8,20,-24,24,0.6,-1,-1.1,nt,14
O=C(CNC(=O)c1ccccc1C(F)(F)F)N/N=C/c1cccs1,-4.3,-1.3,-8,-2,2,0.6,0,1.4,0,-1
C/C(=C\c1ccccc1)C(=O)NCCCn1ccnc1,2.6,-1.7,-4,4,-4,2.9,-4,0.4,3,-9
# Additional compounds:
SMILES,Ecoli viability,CAL PDZ FP-1,Tat transport,SR-BI DiI-HDL act,SR-BI HDL uptake,phage Ecoli inh,CAL PDZ FP-2,AddAB inh,Wnt act,MITF TRPM1 HTS
CCCOc1c(Cl)cc(C(=O)Nc2ccc3c(c2)OCO3)cc1OCC,0.4,-3.5,0,-78,78*,4.1,-3,0.8,nt,2
CCOc1ccc(NS(=O)(=O)c2ccc(C(=O)NC3CCC(O)CC3)cc2)cc1 (centres undefined),0.5,-2.8,14,9,-9,2.1,-4,0.3,-2,-4
Cc1cccc(-c2cc(=O)c(C(=O)O)cn2-c2ccc(F)cc2F)c1,1.0,-0.7,7,13,-13,1.5,19,4.2,-4,-5
COc1ccc(-c2cccc(C(=O)Nc3cccc(C(=O)O)c3)c2)cc1,-0.2,-6.4,1,10,-10,3.4,-1,2.1,nt,33
COc1ccc(/C(C)=N/NC(=O)Cn2nc([N+](=O)[O-])cc2C)cc1,0.7,-0.2,-6,-2,2,3.6,2,2.4,4,2

# Screens (PubChem BioAssay)
